Screening data from PubChem BioAssay.
All columns: NCI-60 one-dose screen, growth in % after 48 h at 10 µM unless noted; 100 = growth as untreated, 0 = no growth, -100 = all killed.
TK-10 – TK-10 renal cancer cells; 3.9% of 81,000 active
U251 – U251 CNS tumor cells. 5.4% of 80,000 active
SN12C – SN12C renal cancer cells; AID 1794767; 3.8% of 81,000 active
UO-31 – UO-31 renal cancer. 5.2% of 81,000 active
PC-3 – PC-3 prostate cancer cells; 3.9% of 80,000 active; AID 1794754
SF-539 – SF-539 CNS cancer. AID 1794752. 6.8% of 81,000 active
DU-145 – DU-145 prostate cancer; 4.2% of 81,000 active; AID 1794760
SF-295 – SF-295 CNS cancer cells | 5.6% of 79,000 active | AID 1794758
786-0 – 786-0 renal cancer cells | 5.1% of 81,000 active
* marks the source's active call; other numbers are inactive results; nt = not tested or not shown; & = joins results of further samples. Rule for the calls: active = growth percent below 10; inactive = the rest.

(1) CCOc1ccc(-n2cnc3c(=O)[nH]c(N)nc32)cc1
(2) Cc1ccc(NC(=O)c2cccc(CN3CCN(C)CC3)c2)cc1Oc1ccc(-c2[nH]nc3ncnc(N)c23)cc1
(3) COc1ccc2c(c1)CC/C(=C\c1cccc(OCC(=O)Nc3nccs3)c1)C2=O
(4) O=C(O)CCCCC(=O)c1ccccc1
(5) COc1ccc(-c2nc3sccn3c2/C=C\c2cc(OC)c(OC)c(OC)c2)cc1
(6) COc1ccc(Nc2ncnc3c2cnn3-c2cccc(Br)c2)cc1
(7) Nc1c(C(=O)c2ccc(F)cc2)sc2nc3c(cc12)CCCC3
(8) Cc1c(C(=O)/C=C/c2ccc(N(C)C)cc2)nnn1-c1ccc(C(=O)O)cc1
(9) CCN(CC)CCOC(=O)C(c1ccccc1)C1CCCCC1 (stereo not drawn)
(10) Nc1cc(Cl)c([N+](=O)[O-])cc1O
Compound,1,2,3,4,5,6,7,8,9,10
TK-10,109,94,118,103,88,102,nt,106,103&107,118
U251,111,65,104,97,85,87,79,90,106&92,95
SN12C,101,80,103,94,81,94,82,91,101&93,92
UO-31,99,93,30,84,49,68,75,83,80&62,74
PC-3,97,73,104,83,58,72,81,92,95&70,81
SF-539,98,62,103,100,76,104,95,92,102&102,92
DU-145,109,82,nt,118,nt,98,78,106,107&93,108
SF-295,104,78,116,99,74,nt,73,97,97&92,100
786-0,107,41,101,93,84,97,85,100,101&91,98

(11) O=C(c1c[nH]c2ccccc12)C(Sc1nc2ccccc2c(=O)[nH]1)c1ccccc1 (stereo not drawn)
(12) CO[C@H]1C[C@@H]2CC[C@@H](C)[C@@](O)(O2)C(=O)C(=O)N2CCCC[C@H]2C(=O)O[C@H]([C@H](C)C[C@@H]2CC[C@@H](OP(C)(C)=O)[C@H](OC)C2)CC(=O)[C@H](C)/C=C(\C)[C@@H](O)[C@@H](OC)C(=O)[C@H](C)C[C@H](C)\C=C/C=C/C=C/1C
(13) O=C(Nc1ccc(-n2ccc3c(NC(=O)c4ccccc4)ncnc32)cc1)Nc1ccc(Cl)c(Cl)c1
(14) Cc1ccc2c(n1)C(=O)C(Cl)=C(Nc1ccc(S(=O)(=O)Nc3ccccn3)cc1)C2=O
(15) Fc1ccc(C2CC(c3ccccc3Cl)=NN2c2ccc(-c3ccccc3)nn2)cc1 (stereo not drawn)
(16) Cc1nc2ccc(Cl)cn2c1-c1nnc(SCc2ccccc2)o1
(17) COc1ccc(/C=c2\nc3n(-c4ccccc4)c4nc5c6c(sc5c(=N)n4n-3c2=O)CCCC6)cc1
(18) CCCCCC(=O)c1ccc(OCCCN2CCN(C(=O)OCC)CC2)cc1
(19) COc1ccccc1/C=N\O
(20) CS(=O)CC1=NC(=N)N=C1CS(C)=O (stereo not drawn)
Compound,11,12,13,14,15,16,17,18,19,20
TK-10,98,46,nt,101,131,124,124,101,89,101
U251,101,40,-59*,111,77,89,88,98,102,98
SN12C,99,54,16,108,80,90,86,95,97,101
UO-31,82,27,9.2*,92,48,67,50,77,78,nt
PC-3,94,42,-52*,101,57,103,64,79,96,99
SF-539,89,42,-23*,105,83,83,95,104,99,99
DU-145,94,46,-12*,113,92,108,104,107,107,111
SF-295,93,23,-8.3*,100,87,97,98,82,109,98
786-0,104,53,26,99,89,85,99,97,98,102

(21) Cn1c(=O)c2c(nc3n2CCN(CCc2ccc(OCCN4CCOCC4)cc2)C3)n(C)c1=O
(22) O=C1Cc2csc3nc(=O)cc(n23)N1
(23) O=C(O)c1cn(C2CC2)c2cc(N3CCN(Cc4n[nH]c(=S)o4)CC3)c(F)cc2c1=O
(24) C[n+]1c(/C=C/c2c[nH]c3ccccc23)ccc2ccccc21
(25) O=C(NCCNc1cc(-c2cn(-c3ccccc3)nc2-c2cccc(O)c2)ccn1)Nc1ccccc1
(26) CCOC(=O)c1ccc(NC(N)=S)cc1
(27) COc1ccc(N=Nc2ccc(O)cc2)cc1
(28) CC(C)(C)C(=O)Nc1nc2c(s1)CCc1ccn(S(=O)(=O)c3ccccc3)c1-2
(29) Cc1cc2c(C(C)C)c(O)c(O)c(C=O)c2c(O)c1-c1c(C)cc2c(C(C)C)c(O)c(O)c(C=Nc3ccc(Cc4ccc(N)cc4)cc3)c2c1O
(30) COc1ccccc1/C=C\C#N
Compound,21,22,23,24,25,26,27,28,29,30
TK-10,104,112,99,90,124,96,105,82,101,88
U251,105,107,93,70,56,108,77,94,92,90
SN12C,104,103,97,64,77,106,73,112,90,98
UO-31,94,88,98,60,59,93,46,63,87,95
PC-3,94,103,77,52,46,102,70,81,93,88
SF-539,109,100,98,87,90,87,66,99,98,105
DU-145,109,120,109,61,93,112,63,99,110,108
SF-295,106,110,98,48,76,108,95,92,101,94
786-0,100,106,97,83,71,94,61,82,100,95

(31) Cc1cc(O)c([N+](=O)[O-])c(C)c1[N+](=O)[O-]
(32) CC(C)CSc1nc(NCCc2c[nH]c3ccccc23)c(C#N)c(-c2ccccc2)n1
(33) Cn1c(=O)cc(Cl)c2ccccc21
(34) CN1C(=O)N(C)C2Nn3c(s/c(=C\c4ccc([N+](=O)[O-])cc4)c3=O)=NC21 (stereo not drawn)
(35) CCCn1c(O)c(N=Nc2ccc(S(N)(=O)=O)cc2)c2cc(Cl)ccc21
(36) COc1cc(C2C(C#N)=C(N)N(c3ccc(OC(F)(F)F)cc3)C3=C2C(=O)CC(C)(C)C3)cc(Br)c1O (stereo not drawn)
(37) COc1ccc(C2CC(c3cc4ccccc4oc3=O)=NN2c2ccc(S(N)(=O)=O)cc2)cc1OC (stereo not drawn)
(38) c1cc2ccc1CNCCN1CCNCc3ccc(cc3)Oc3ccc(cc3)CNCCN(CCNCc3ccc(cc3)O2)CCNCc2ccc(cc2)Oc2ccc(cc2)CNCC1
(39) CC(=O)CCc1ccc(O)cc1
(40) Nc1c(C(=O)Nc2ccc(F)cc2)sc2nc(-c3cnccn3)cc(-c3cccs3)c12
Compound,31,32,33,34,35,36,37,38,39,40
TK-10,101,110,98,111,101,116,107,29,104,119
U251,95,34,98,95,105,101,91,-100*,104,109
SN12C,95,nt,105,99,102,97,87,-80*,93,96
UO-31,91,72,77,77,93,80,71,85,101,90
PC-3,91,18,76,98,100,97,87,-85*,96,106
SF-539,99,62,103,96,102,101,94,-89*,110,96
DU-145,109,67,103,105,117,106,92,-89*,117,105
SF-295,102,69,103,105,99,105,99,6.0*,113,101
786-0,102,47,99,105,95,100,91,66,96,103

(41) C=CCN1C(C)(C)NC(=S)C1(C)C
(42) CC(=O)O[C@@H]1C2CCC3C(CC[C@@]4(C)C3CC[C@@H]4C(C)N(C)C)[C@@]2(C)CC[C@@H]1NC(=O)C=C(C)C (stereo partly drawn)
(43) CC1=Cc2c(C)ccc(C)c2CC1
(44) C=C(C(=O)c1ccccc1)C(NC(C)(C)C)c1ccccc1 (stereo not drawn)
(45) O=C(Nc1cccc(Cl)c1)OCC(COC(=O)Nc1cccc(Cl)c1)(COC(=O)Nc1cccc(Cl)c1)[N+](=O)[O-]
(46) COc1ccc(/C=C(\C#N)c2cc(OC)c(OC)c(OC)c2)cc1
(47) COC(=O)[C@H]1[C@@H](O)CON(c2ccccc2)[C@H]1c1ccccc1
(48) COc1cc(/C=C/C(=N\O)c2cc3ccccc3oc2=O)cc(OC)c1OC
(49) CC(=O)OC(Cc1ccccc1)(c1ccccc1)C(C)CN1CCN(C)CC1 (stereo not drawn)
(50) CCOC(=O)Nc1ccccc1NC(=O)/C=C/c1ccc(NC(=O)c2ccc3c(c2)ncn3-c2ccccc2)cc1
Compound,41,42,43,44,45,46,47,48,49,50
TK-10,106,47,114,9.6*,54,74,106,100,97,121
U251,102,15,105,4.4*,35,15,103,89,97,76
SN12C,107,33,101,2.4*,nt,28,100,86,94,106
UO-31,89,6.2*,91,-52*,31,29,86,75,88,89
PC-3,103,10,101,5.4*,24,28,105,83,96,92
SF-539,97,-53*,106,-24*,60,8.8*,92,96,96,82
DU-145,118,51,107,21,44,-1.7*,106,107,101,115
SF-295,100,-15*,104,110,21,14,101,105,101,99
786-0,100,nt,98,23,33,18,103,108,99,106

From entry 36 as far as 50, as listed above:
(36) COc1cc(C2C(C#N)=C(N)N(c3ccc(OC(F)(F)F)cc3)C3=C2C(=O)CC(C)(C)C3)cc(Br)c1O (stereo not drawn)
(37) COc1ccc(C2CC(c3cc4ccccc4oc3=O)=NN2c2ccc(S(N)(=O)=O)cc2)cc1OC (stereo not drawn)
(38) c1cc2ccc1CNCCN1CCNCc3ccc(cc3)Oc3ccc(cc3)CNCCN(CCNCc3ccc(cc3)O2)CCNCc2ccc(cc2)Oc2ccc(cc2)CNCC1
(39) CC(=O)CCc1ccc(O)cc1
(40) Nc1c(C(=O)Nc2ccc(F)cc2)sc2nc(-c3cnccn3)cc(-c3cccs3)c12
(41) C=CCN1C(C)(C)NC(=S)C1(C)C
(42) CC(=O)O[C@@H]1C2CCC3C(CC[C@@]4(C)C3CC[C@@H]4C(C)N(C)C)[C@@]2(C)CC[C@@H]1NC(=O)C=C(C)C (stereo partly drawn)
(43) CC1=Cc2c(C)ccc(C)c2CC1
(44) C=C(C(=O)c1ccccc1)C(NC(C)(C)C)c1ccccc1 (stereo not drawn)
(45) O=C(Nc1cccc(Cl)c1)OCC(COC(=O)Nc1cccc(Cl)c1)(COC(=O)Nc1cccc(Cl)c1)[N+](=O)[O-]
(46) COc1ccc(/C=C(\C#N)c2cc(OC)c(OC)c(OC)c2)cc1
(47) COC(=O)[C@H]1[C@@H](O)CON(c2ccccc2)[C@H]1c1ccccc1
Compound,36,37,38,39,40,41,42,43,44,45,46,47
TK-10,116,107,29,104,119,106,47,114,9.6*,54,74,106
U251,101,91,-100*,104,109,102,15,105,4.4*,35,15,103
SN12C,97,87,-80*,93,96,107,33,101,2.4*,nt,28,100
UO-31,80,71,85,101,90,89,6.2*,91,-52*,31,29,86
PC-3,97,87,-85*,96,106,103,10,101,5.4*,24,28,105
SF-539,101,94,-89*,110,96,97,-53*,106,-24*,60,8.8*,92
DU-145,106,92,-89*,117,105,118,51,107,21,44,-1.7*,106
SF-295,105,99,6.0*,113,101,100,-15*,104,110,21,14,101
786-0,100,91,66,96,103,100,nt,98,23,33,18,103

(48) COc1cc(/C=C/C(=N\O)c2cc3ccccc3oc2=O)cc(OC)c1OC
(49) CC(=O)OC(Cc1ccccc1)(c1ccccc1)C(C)CN1CCN(C)CC1 (stereo not drawn)
(50) CCOC(=O)Nc1ccccc1NC(=O)/C=C/c1ccc(NC(=O)c2ccc3c(c2)ncn3-c2ccccc2)cc1
Compound,48,49,50
TK-10,100,97,121
U251,89,97,76
SN12C,86,94,106
UO-31,75,88,89
PC-3,83,96,92
SF-539,96,96,82
DU-145,107,101,115
SF-295,105,101,99
786-0,108,99,106

The list goes on.
(51) O=C(CCc1nnc(SCc2ccccc2)s1)c1nc2ccccc2[nH]1
(52) CN1CCN(c2ccc(/C=N/NC(=O)c3cnc4n(c3=O)CCCCC4)cc2)CC1
(53) Cc1cc(Nc2ccc(OCc3ccccc3)cc2)nc2cc(O)ccc12
(54) CCCCCCCCCCCCc1ccccc1
Compound,51,52,53,54
TK-10,96,120,73,97
U251,90,99,10,113
SN12C,93,97,78,104
UO-31,74,86,45,83
PC-3,nt,106,54,90
SF-539,109,93,98,107
DU-145,107,107,86,110
SF-295,92,97,nt,109
786-0,91,108,72,113
